# High-throughput results: PubChem, NCI
# Growth percent in the NCI-60 one-dose screen (48 h, 10 µM unless noted): 100 = growth as untreated, 0 = no growth, -100 = all killed.
# MALME-3M = MALME-3M melanoma. AID 1794766. 78,000 compounds, 5.8% hits
# EKVX = EKVX NSCLC; 71,000 compounds, 3% hits
# M14 = M14 melanoma. 80,000 compounds, 6.2% hits
# SK-MEL-5 = SK-MEL-5 melanoma. 80,000 compounds, 6.4% hits. AID 1794755
# UACC-257 = UACC-257 melanoma. 78,000 compounds, 4.4% hits
# SK-MEL-2 = SK-MEL-2 melanoma. AID 1794763. 77,000 compounds, 4.7% hits
# UACC-62 = UACC-62 melanoma; 81,000 compounds, 5.4% hits
# A549/ATCC = A549/ATCC NSCLC; 81,000 compounds, 3.7% hits
# An asterisk follows results filed as active; · = not tested or not shown; & = joins results of further samples; [ ] = remark or other dose. How the source made its calls: active means growth percent below 10; inactive means the rest.
no.	molecule	EKVX	M14	UACC-62	UACC-257	SK-MEL-5	SK-MEL-2	A549/ATCC	MALME-3M
1	CCN(CC)CCOc1ccc(/C(=C(\C)Cc2ccc(OC)cc2)c2ccc(OC(=O)NCc3ccccc3)cc2)cc1	73.0	-61.5*	34.3	38.2	26.5	69.1	48.1	26.1
2	N#CC1=C(N)Oc2c(sc3c(Br)cccc23)C1c1ccccn1 (stereo unspecified)	53.4	28.1	18.3	51.1	40.8	2.4*	40.1	45.4
3	Cc1ccc(C2=C/C(=C/c3ccc(-c4ccc(Cl)cc4)o3)C(=O)N2Cc2ccccc2)cc1	·	100.7	99.6	102.0	95.3	116.2	92.6	120.6
4	CCOC(=O)C(O)C(O)(c1ccccc1)c1ccccc1 (stereo unspecified)	100.2	100.5	98.5	106.4	97.6	101.8	95.6	102.8
5	Nc1ccccc1-c1cc2c(c3c1[nH]c1ccccc13)CCCCCCC2	87.5	81.3	95.9	94.7	91.2	101.8	94.3	92.8
6	C=C1c2c(C)nn(C)c2N(C)C23CC1C1(C)c4c(C)nn(C)c4N(C)C(C)(CC12)C3 (stereo unspecified)	94.7	91.6	81.5	99.7	81.1	96.5	82.2	145.7
7	Cc1ccccc1NC(=O)NNc1ccccc1	100.8	105.1	·	109.3	109.9	95.1	98.4	95.8
8	Nc1ncncc1-c1ccc(F)cc1	·	106.5	107.0	118.1	103.8	131.9	106.0	111.9
9	CC(C)(O)c1ccccc1C(C)(C)O	102.3	102.2	95.1	83.2	104.3	97.7	76.0	105.2
10	O=C(Cn1cc(COn2nnc3ccccc32)nn1)Nc1ccc([N+](=O)[O-])cc1	99.1	103.3	91.8	100.4	99.8	97.5	101.7	102.8
11	S=c1[nH]nc(-c2cc3ccc2CCc2ccc(cc2)CC3)n1-c1cccnc1	95.2	91.0	90.4	88.2	96.9	96.2	78.6	93.8
12	O=C(CSc1nnc2n1N=C(c1ccc(Cl)c(Cl)c1)CS2)c1ccc(Cl)c(Cl)c1	100.2	92.7	90.4	95.5	95.8	·	86.4	92.7
13	C[C@@H](C[C@H](CCO)c1ccccc1)c1csc2ccccc12	93.0	95.9	82.9	76.7	95.8	99.8	86.9	98.3
14	O=C(O)c1cn(-c2ccc(F)cc2)c2cc(N3CCNCC3)c(F)cc2c1=O	96.9	93.4	96.1	111.8	97.2	97.0	112.3	97.8
15	Nc1nnc2cc(F)ccc2n1	96.9	99.3	105.0	109.6	114.2	111.6	112.9	106.8

# Reformatted as labelled records: entries from further up.
14: O=C(O)c1cn(-c2ccc(F)cc2)c2cc(N3CCNCC3)c(F)cc2c1=O
  EKVX: 96.9	M14: 93.4	UACC-62: 96.1	UACC-257: 111.8	SK-MEL-5: 97.2	SK-MEL-2: 97.0	A549/ATCC: 112.3	MALME-3M: 97.8
15: Nc1nnc2cc(F)ccc2n1
  EKVX: 96.9	M14: 99.3	UACC-62: 105.0	UACC-257: 109.6	SK-MEL-5: 114.2	SK-MEL-2: 111.6	A549/ATCC: 112.9	MALME-3M: 106.8

# More structures follow.
no.	molecule	EKVX	M14	UACC-62	UACC-257	SK-MEL-5	SK-MEL-2	A549/ATCC	MALME-3M
16	COc1cccc(C(=O)NNC(=O)c2ccccc2)c1	101.8	99.2	98.8	107.8	96.6	106.2	98.0	109.2
17	COc1ccccc1-c1ccc2c3c(cccc13)C(=O)N(N1C(=O)c3cccc4cccc(c34)C1=O)C2=O	86.4	97.7	100.3	113.0	100.7	123.5	108.2	101.8
18	CCCCOB(OCCCC)c1cccc(B(OCCCC)OCCCC)c1	114.0	95.7	92.9	86.1	110.5	111.9	86.8	94.8
19	O=c1c2cc3ncccc3n2c(=O)c2cc3ncccc3n12	·	101.3	101.5	104.1	100.6	102.0	105.5	89.9
20	CC1=CC(=O)c2ccccc2C1=O	113.7	107.1	100.4	104.3	102.7	109.6	94.1	·
21	CCN(CC)C(C(=O)Nc1c(C)cccc1C)N(CC)CC	100.5	89.1	106.3	109.4	104.6	97.2	103.2	95.6
22	O=C(CN1CCOCC1)Nc1ccc(S(=O)(=O)c2ccc(NC(=O)CN3CCOCC3)cc2)cc1	102.8	109.8	118.3	110.4	109.5	103.0	101.6	·
23	O=C(CC(=O)C(F)(F)F)c1ccccc1	104.3	101.8	108.1	103.2	104.4	103.2	97.4	107.7
24	Cc1cccc(N=C2C(=O)NC(=O)NC2=O)c1	93.7	103.7	93.5	112.6	102.2	·	109.8	·
25	Nc1nn2c(-c3cc4cc(Br)ccc4oc3=O)ccnc2c1N=Nc1ccccc1	36.4	74.9	31.6	61.8	-20.8*	16.1	53.4	26.2
26	Cc1cccc2c(NCCN(C)C)c3cccc(C(=O)NCCN(C)C)c3nc12	19.4	11.7	20.8	-20.6*	3.7*	-6.2*	16.2	7.1*
27	CCCCCCOS(=O)(=O)c1ccc(C)cc1	102.2	·	85.7	88.9	98.6	88.3	94.6	98.7
28	CCC(C)C1OC1(C)C1(O)C(/C=C/C=C/C=C/C(=O)O)C2CC=C(C)CC2C2OC21C (stereo unspecified)	93.5	110.5	93.1	109.8	78.1	114.6	102.1	100.2
29	CCCC(=O)Nc1ccc(C)cc1	101.7	105.5	105.2	110.6	94.9	103.2	111.3	114.3
30	CN1CCN(c2ccc(Nc3nc(NCCCNS(=O)(=O)c4cccc5ccccc45)c4sccc4n3)cc2)CC1	36.1	-81.9*	-61.0*	-89.0*	-95.3*	-81.7*	-9.2*	-91.6*
31	O=C(NN1C(=O)/C(=C/c2cccs2)SC1=S)c1cccnc1	96.5	97.3	91.8	100.3	100.4	110.7	101.6	96.4
32	CCCCCCCC(C)O (stereo unspecified)	·	100.2	108.0	101.1	102.3	123.7	100.3	130.0
33	COc1ccc(C(=O)Nc2nc(-c3ccc(Cl)cc3)cs2)cc1	·	113.5	102.0	98.5	98.9	·	100.4	110.9
34	COc1cc(/C=C/C(=O)c2ccc(NC(=O)CSc3nc4c([nH]3)c(=O)n(C)c(=O)n4C)cc2)cc(OC)c1OC	99.9	92.1	59.1	60.4	76.6	86.7	87.5	74.7
35	CCCCOC(=O)CCN1CCN(c2cccc(C)c2)CC1	102.7	108.4	98.2	95.8	102.6	110.3	93.4	108.2
36	COC(=O)c1nc2cc(Cl)ccc2nc1C(F)(F)F	117.5	102.0	94.0	174.6	107.6	137.1	120.2	131.9
37	O=c1[nH]nc(-c2ccc(Cl)c(Cl)c2)cc1Cc1ccccc1	106.7	104.9	98.3	131.1	104.7	112.4	116.3	105.8
38	COc1cc(-c2nc(SC(C)C)nc(Nc3ccc(C)cc3)c2C#N)cc(OC)c1OC	104.9	102.8	97.5	105.8	103.1	103.1	101.2	102.6
39	NNc1nncn2c1cc1ccccc12	82.5	90.0	106.3	109.3	102.6	110.2	97.2	112.6
40	COc1ccc(-c2nc(SCC(=O)Nc3nc4ccc(C)cc4s3)[nH]c(=O)c2C#N)cc1OC	97.0	91.3	94.4	103.2	97.7	114.9	105.1	102.7
41	N#Cc1nc(-c2ccccc2)oc1N1CCC(S(=O)(=O)N2CCCCC2)CC1	111.0	101.8	93.1	109.3	99.3	109.2	97.7	99.8
42	SCCCCCCCCCCS	·	98.7	106.1	100.7	100.3	133.3	101.5	112.3
43	CC(=O)N(c1ccccc1C)c1ccccc1C	109.2	97.9	94.6	101.2	102.5	102.5	106.0	109.5
44	COc1cc2c(cc1OC)C(c1c(Cl)cccc1Cl)=NCC2	·	63.8	43.6	·	36.5	120.3	70.7	73.4
45	Cc1nn(-c2ccc([N+](=O)[O-])cc2)c2ncnc(N/N=C/c3cccc(O)c3)c12	88.2	54.2	68.8	85.2	56.4	89.6	88.8	72.3
46	Cc1cc(C)n(Cc2nnc(SCC(=O)Nc3ccc(S(N)(=O)=O)cc3)n2-c2ccc([N+](=O)[O-])cc2)n1	100.8	107.4	82.8	101.9	98.5	101.6	97.2	97.9
47	COc1ccc(-c2nnc(-c3nc(-c4cc(OC)c(OC)c(OC)c4)n4ccccc34)o2)cc1	78.1	72.8	64.9	90.1	61.5	62.2	54.2	·
48	O=C(CSc1nc2ccccc2c(=O)n1-c1ccc(S(=O)(=O)Nc2ccc(Cl)nn2)cc1)NCCc1ccccc1	75.9	·	79.6	112.7	96.8	106.2	104.7	101.0
49	S=C(N/N=C\c1ccc(Cl)cc1Cl)N/N=C/c1ccc(Cl)cc1Cl	81.3	101.0	90.3	108.3	105.2	·	107.5	·
50	CCN(CC)Cc1nc2nc(Cl)c(Cl)nc2[nH]1	98.9	105.0	102.2	104.7	·	108.1	95.8	109.1
51	O=C(O)CC1(C(=O)O)CC2C=CC1C2 (stereo unspecified)	103.5	103.5	98.3	96.9	103.1	111.3	99.6	110.5
52	O=[N+]([O-])c1ccc(N=Nc2ccc(O)cc2O)cc1	58.8	51.3	36.4	43.7	43.3	43.1	62.6	72.5
53	CCCCCC(=O)OCc1ccccc1	·	94.9	102.8	96.8	103.8	92.7	106.2	85.9
54	CCOC(=O)c1c(NC(=O)NCc2ccccc2)sc2c1CCCC2	85.6	95.0	76.7	92.6	91.8	95.4	90.1	117.1
55	CCCCN(CCCC)C(=N)c1ccccc1Cl	·	87.8	99.2	93.6	106.9	99.9	91.2	106.3
56	O=C(COc1ccc(/C=C2/SC(=O)NC2=O)cc1)Nc1cccc(C(F)(F)F)c1	96.7	95.3	83.7	110.9	105.5	104.6	90.4	122.1
57	CCN(CC)CC(O)c1cnc(-c2ccccc2)nc1C (stereo unspecified)	97.0	102.4	104.1	108.6	101.8	100.8	105.5	·
58	Cc1nc(NC(=O)NC2CCCCC2)sc1C(=O)NNC(=O)NC1CCCCC1	103.2	67.4	86.4	94.3	95.2	82.2	90.1	88.2
59	CN(C)C1CCC(NC2=CC(=O)C=CC2=O)CC1 (stereo unspecified)	111.3	107.4	110.1	·	105.8	106.7	106.5	115.4
60	COc1ccc(/C=N/S(=O)(=O)O)cc1OC	105.9	96.4	110.0	78.7	101.5	91.2	70.6	103.5

# The last 6 compounds of the part above come first, to join the parts:
no.	molecule	EKVX	M14	UACC-62	UACC-257	SK-MEL-5	SK-MEL-2	A549/ATCC	MALME-3M
55	CCCCN(CCCC)C(=N)c1ccccc1Cl	·	87.8	99.2	93.6	106.9	99.9	91.2	106.3
56	O=C(COc1ccc(/C=C2/SC(=O)NC2=O)cc1)Nc1cccc(C(F)(F)F)c1	96.7	95.3	83.7	110.9	105.5	104.6	90.4	122.1
57	CCN(CC)CC(O)c1cnc(-c2ccccc2)nc1C (stereo unspecified)	97.0	102.4	104.1	108.6	101.8	100.8	105.5	·
58	Cc1nc(NC(=O)NC2CCCCC2)sc1C(=O)NNC(=O)NC1CCCCC1	103.2	67.4	86.4	94.3	95.2	82.2	90.1	88.2
59	CN(C)C1CCC(NC2=CC(=O)C=CC2=O)CC1 (stereo unspecified)	111.3	107.4	110.1	·	105.8	106.7	106.5	115.4
60	COc1ccc(/C=N/S(=O)(=O)O)cc1OC	105.9	96.4	110.0	78.7	101.5	91.2	70.6	103.5
61	N#Cc1c(Cl)nc(SCC(=O)N2CCN(c3cc4c(cc3F)c(=O)c(C(=O)O)cn4C3CC3)CC2)nc1-c1cccc(Cl)c1	94.4	97.6	95.6	104.8	95.3	103.9	104.1	99.7
62	Clc1ccc(C(c2ccccc2)C(Cl)Cl)cc1 (stereo unspecified)	100.5	112.7	99.4	93.8	99.4	95.3	86.3	108.7
63	O=C(/C=C/c1cccc([N+](=O)[O-])c1)c1ccccc1	·	97.5	94.0	62.4	102.8	93.0	89.3	121.3
64	O=C1NC(=S)S/C1=C\c1cccc([N+](=O)[O-])c1	90.4	97.4	70.0	88.8	89.9	102.8	102.8	153.0
65	CC(=O)N(CCCCCCN(C(C)=O)C(C)=O)C(C)=O	105.6[100 µM]	104.5[100 µM]	97.0[100 µM]	95.1[100 µM]	104.2[100 µM]	116.6[100 µM]	106.4[100 µM]	107.4[100 µM]
66	COc1cc(/C=C/C(=O)c2c(C)oc3nc[nH]c(=O)c23)cc(OC)c1OC	61.9	75.3	87.0	73.0	89.9	82.5	81.6	88.1
67	O=C(Cn1cc(COn2nnc3ccccc32)nn1)Nc1ccc([N+](=O)[O-])cn1	101.7	100.1	95.8	99.9	100.0	105.2	106.5	105.5
68	O=c1n(Cc2nc(-c3ccc(Cl)cc3)n[nH]2)cnn1-c1ccccc1	102.6	92.2	83.2	78.6	99.5	79.3	78.0	102.7
69	COc1ccccc1NC(=S)N/C=C(\C#N)S(=O)(=O)c1ccc(C)cc1	94.0	95.3	100.9	98.7	102.2	106.9	97.0	·
70	CC(=O)NCCCOc1ccc([N+](=O)[O-])cc1Cl	93.5	114.7	92.3	121.4	99.5	110.4	109.1	114.2
71	O=[N+]([O-])c1cc(Br)ccc1NS(=O)(=O)c1ccccc1	103.6&110.5	97.6&101.0	78.6&86.1	102.8&106.2	87.8	105.4&97.7	104.4&100.9	99.8&98.0
72	Nc1nc(Nc2ccccc2SSc2ccccc2Nc2nc(N)nc(-c3ccc(I)cc3)n2)nc(-c2ccc(I)cc2)n1	52.2	77.2	81.6	110.3	81.4	103.4	-19.9*	102.7
73	Nc1nc(SC/C=C/CCl)c2ncn(C/C=C/CCl)c2n1	93.7&103.0	94.0&107.5	86.3&86.9	96.1&99.9	92.5&101.2	109.1	72.7&100.0	104.8&104.7
74	O=c1[nH]c(CNc2ccc(NCc3c(-c4ccccc4)no[n+]3[O-])cc2)nc2c1cnn2-c1ccccc1	51.3	70.7	52.5	60.6	39.0	77.2	63.8	80.0
75	CCOC(=O)c1ccccc1NC(=O)CCN(CC)CC	107.7	110.6	98.1	93.1	101.6	100.4	85.8	100.7
76	Cc1ccc(C(=O)c2ccccc2Cl)cc1	94.3	90.5	100.4	108.4	·	112.9	106.7	107.9
77	COc1ccc(C(=O)/C=C/c2ccc(Cl)cc2)cc1S(=O)(=O)Nc1cccnc1	93.4	96.2	87.8	98.2	98.3	106.3	75.6	100.1
78	CN(c1ccccc1Cl)S(C)(=O)=O	105.4	97.3	96.0	109.6	106.9	107.7	108.2	102.2
79	CCOC(=O)/C(=C/Nc1ccc(OCc2ccccc2)cc1)NC(=O)c1ccccc1	·	107.8	90.5	94.1	89.8	119.0	80.8	120.2
